Screening results deposited in PubChem by The Scripps Research Institute Molecular Screening Center.
TEAD-YAP inh – TEAD-YAP interaction inhibition; HEK-TIYL cells, TEAD-Gal4/YAP UAS-luciferase luminescence; inhibition, % at 9.12 µM; 640,000 compounds, 1.4% hits; AID 1259422; in the data active = inhibition above about 32%;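 note: 0% = median of test compound wells and 100% = reference inhibitor wells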
GPR151 activ – human GPR151 activation; AID 1508602; activation, % at 11.2 µM; PathHunter beta-arrestin GPR151 cells, luminescence; Q8TDV0; 650,000 compounds, 1% hits; in the data active = activation above about 4.9%;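 note: 0% = median of compound wells and 100% = cells with positive control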
Target sequence (Q8TDV0 whole entry, looked up): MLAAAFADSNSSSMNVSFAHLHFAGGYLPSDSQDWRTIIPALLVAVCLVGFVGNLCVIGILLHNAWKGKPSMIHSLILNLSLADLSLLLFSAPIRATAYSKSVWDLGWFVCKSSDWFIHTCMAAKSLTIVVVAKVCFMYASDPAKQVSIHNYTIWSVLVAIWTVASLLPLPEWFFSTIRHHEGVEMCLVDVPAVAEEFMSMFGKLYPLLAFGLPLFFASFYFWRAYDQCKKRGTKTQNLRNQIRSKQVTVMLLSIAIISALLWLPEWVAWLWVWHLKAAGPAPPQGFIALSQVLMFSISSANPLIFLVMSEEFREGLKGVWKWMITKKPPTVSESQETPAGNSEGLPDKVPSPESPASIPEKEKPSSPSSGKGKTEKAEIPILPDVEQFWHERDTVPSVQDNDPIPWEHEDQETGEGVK
FBW7 activator – human FBW7 E3 ligase activation, primary screen. normalized activity (activation), % at 26.1 µM. AlphaScreen FBW7–phospho-cyclin E peptide binding, activator screen. Q969H0. 650,000 compounds, 0.13% hits; in the data active = normalized activity above about 1.9%;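 note: purified mutant Fbw7 with reduced substrate affinity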
Target sequence (Q969H0 whole entry, looked up): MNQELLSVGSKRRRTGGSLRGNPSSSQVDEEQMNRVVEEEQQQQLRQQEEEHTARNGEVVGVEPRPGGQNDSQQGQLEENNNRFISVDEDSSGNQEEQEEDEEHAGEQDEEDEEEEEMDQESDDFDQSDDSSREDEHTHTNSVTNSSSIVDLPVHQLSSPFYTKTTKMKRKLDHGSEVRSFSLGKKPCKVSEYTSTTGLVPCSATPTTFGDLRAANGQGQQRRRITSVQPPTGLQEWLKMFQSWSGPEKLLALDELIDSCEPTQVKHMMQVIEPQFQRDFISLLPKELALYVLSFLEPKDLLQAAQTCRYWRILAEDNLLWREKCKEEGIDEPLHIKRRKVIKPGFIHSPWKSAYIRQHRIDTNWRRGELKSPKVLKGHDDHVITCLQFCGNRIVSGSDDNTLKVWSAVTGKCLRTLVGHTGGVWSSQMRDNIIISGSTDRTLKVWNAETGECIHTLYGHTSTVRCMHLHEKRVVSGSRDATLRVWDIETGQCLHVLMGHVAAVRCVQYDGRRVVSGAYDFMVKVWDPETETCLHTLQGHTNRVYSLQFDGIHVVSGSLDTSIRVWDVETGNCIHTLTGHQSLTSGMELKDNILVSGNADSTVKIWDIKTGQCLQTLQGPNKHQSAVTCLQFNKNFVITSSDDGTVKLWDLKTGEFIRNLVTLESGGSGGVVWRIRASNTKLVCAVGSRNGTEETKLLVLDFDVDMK
MITF primary – human MITF inhibition, primary screen. O75030. AlphaScreen MITF homodimerization, bead proximity signal. inhibition, % at 2.6 µM. 650,000 compounds, 0.91% hits. AID 1259374; in the data active = inhibition above about 50%;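 note: 0% = vehicle wells with protein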
Starred values were filed as active, the others as inactive; & = joins results of further samples. Not a hit list; overall some 3.4% were active at least once.

SMILES | GPR151 activ | TEAD-YAP inh | FBW7 activator | MITF primary
Cc1c(Cl)ccc2c(C(N)=O)cc(-c3ccncc3)nc12 | 0.2 | 0 | 0.1 | -26
CCCCN1C(=O)C(O)(c2nnc(-c3ccccc3)o2)c2ccccc21 (configuration not stated) | 1.1 | 4 | 0.0 | -2
COc1cc(C2C3=C(CCCC3=O)NC3=C2C(=O)CCC3)ccc1OCc1ccccc1Cl | 1.4 | -9 | -0.1 | 0
CCOC(=O)Cn1c(=O)ccc2c(C)cc(C)nc21 | -2.0 | -5 | 0.0 | 8
COc1cc(CNc2ccnc3c(-c4ccccc4F)cnn23)cc(OC)c1OC | 0.6 | 7 | 0.3 | 16
COc1ccccc1COn1c(=O)c(-c2cccs2)[n+]([O-])c2ccccc21 | -0.7 | -10 | -0.1 | 7
Cc1cc(C)n2ncc(C(=O)N3CCN(c4ccccc4Cl)CC3)c2n1 | -0.2 | 1 | -0.1 | -8
CN(C)N=C1c2cc(S(=O)(=O)N(C)C)ccc2-c2ccc(S(=O)(=O)N(C)C)cc21 | -0.3 | 2 | -0.1 | 7
CC1CCN(C(=O)[C@H]2C[C@@H](c3ccco3)NS(=O)(=O)N2C)CC1 | 0.9 | -5 | -0.1 | 0
O=C1CN(C(=O)c2ccc(Nc3ccccc3)c([N+](=O)[O-])c2)c2ccccc2N1 | 1.0 | 5 | -0.2 | 1
COc1cc2c(cc1NC(=O)c1ccc(S(C)(=O)=O)c([N+](=O)[O-])c1)oc1ccccc12 | 2.3 | 1 | -0.1 | -14
COc1ccc(C(=O)N/N=C(/C)c2ccc(Cl)cc2)cc1 | 0.8 | -12 | -0.2 | -2
COC(=O)c1cc2oc(C)cc2n1CC(=O)N1CC(C)CC(C)C1 (configuration not stated) | 1.1 | 5 | -0.2 | 4
CCc1ccc(OCCCC(=O)Nc2nnc(C3CCCO3)s2)cc1 (configuration not stated) | 2.4 | 5 | -0.1 | 1
CSc1ccccc1C(=O)Nc1ccc(S(=O)(=O)N2CCCC2)cc1 | 1.2 | -23 | -0.1 | -2
N#Cc1c(CSc2ccccc2N)cc(=O)n2c1sc1ccccc12 | 1.2 | -8 | 0.0 | -1
COc1ccc(S(=O)(=O)N2CCCC2C(=O)Nc2ccc(S(=O)(=O)NC(=O)c3ccccc3)cc2)cc1 (configuration not stated) | -0.1 | -7 | 0.0 | 3
Cc1ccc(SC(C)C(=O)Nc2cccc(N(C)S(C)(=O)=O)c2)cc1 (configuration not stated) | -0.3 | 9 | 0.2 | -17
CS(=O)(=O)c1nc(-c2ccccc2)[nH]c1S(=O)(=O)c1ccccc1 | -1.0 | 0 | 0.1 | 8
CC1=C(C(=O)OC(C)C)C(c2ccccc2Cl)n2ncnc2N1 (configuration not stated) | -1.5 | 6 | 0.5 | 7
COc1ccc(CNCCC2CCOC(C)(C)C2)cc1 (configuration not stated) | -1.2 | 2 | 0.1 | 5
O=C(Cc1cccs1)Nc1cccc(Br)c1 | 0.8 | -6 | 0.0 | 9
CC1Sc2ncccc2NC1=O (configuration not stated) | 2.8 | 2 | 0.1 | 0
N#Cc1ccccc1Sc1ccccc1C(=O)N1CCOCC1 | 1.8 | 3 | -0.1 | 3
Cc1cccc(-n2nnnc2SCc2nc3ccccc3c(=O)[nH]2)c1 | -3.1 | 5 | -0.1 | 19
C/C(=N\NC(=O)c1ccccc1)C1CC1 | -2.7 | -54 | -0.1 | 3
Cc1occc1C(=O)Nc1cccc(Br)c1 | -1.8 | -29 | -0.1 | 7
COc1cccc(/C=C2/N=C(c3ccccc3C)OC2=O)c1 | 0.1 | -3 | 0.2 | 15
Cc1ccc(C2CC(=O)n3nc(-c4ccc(F)cc4)nc3S2)cc1 (configuration not stated) | -0.5 | -6 | 0.2 | -11
COc1ccc(C(=O)NC(N2CCOCC2)C(Cl)(Cl)Cl)cc1OC (configuration not stated) | -0.1 | 0 | -0.1 | -5
Nc1sc2c(c1C(=O)NCc1ccco1)CCCC2 | 2.5 | -7 | -0.1 | -10
COc1ccc(C2CC(c3ccccc3O)=NN2C(=O)c2ccco2)cc1 (configuration not stated) | 4.2 | -16 | 0.5 | 11
COc1cc(COCC(O)CN2CCCCC2C)cc(OC)c1OC (configuration not stated) | -0.3 | 3 | 0.0 | -12
CCCCCNc1c(N)c(=O)oc2ccccc12 | 0.5&0.5 | -8&-8 | 0.2&0.1 | 4&-4
O=C(C1CCC1)N1CCc2cc(S(=O)(=O)N3CCN(c4ccccc4)CC3)ccc21 | 0.1 | -3 | 0.2 | 12
COc1cc(Nc2nc(Nc3nccc4ccccc34)nc3c2ncn3-c2ccccc2)cc(OC)c1OC | -1.7 | 16 | 0.0 | -6
COc1ccc(CCN2C(=O)CN(C3CCCCCC3)C(=O)C2c2ccccc2F)cc1OC (configuration not stated) | 2.1 | -5 | -0.2 | 6
COC(=O)C1CC(=O)N(CCC(C)C)C12CCN(Cc1nc3ccccc3nc1C)CC2 (configuration not stated) | -0.8 | 1 | -0.3 | -18
COc1ccc([C@@H]2C[C@H](C(=O)Nc3ccc4c(c3)OCO4)N(C)S(=O)(=O)N2)cc1 | 0.4 | 7 | 0.1 | 16
CN(CC(=O)Nc1ccncc1)S(=O)(=O)c1ccc(Cl)cc1 | 0.7 | 6 | 0.1 | -3
Cc1ccc(S(=O)(=O)N2CCN(Cc3ccccc3)CC2)cc1C(N)=O | -0.1 | 4 | 0.1 | -3
O=C(O)CN1C(=O)C2(OCCCO2)c2ccccc21 | -1.8 | 10 | 0.1 | 13
CCOC(=O)c1cnc(SCC(=O)c2ccccc2)nc1N | -0.4 | -55 | 0.8 | 6
CCOc1ccccc1C1C(C(=O)OCCOC)=C(C)NC2=C1C(=O)CC(c1ccc(OC)c(OC)c1)C2 (configuration not stated) | -0.1 | -5 | 0.1 | -7
COC(=O)CC(=O)C(C(=O)OC)c1nc(C)nc2c1nnn2Cc1ccccc1Cl (configuration not stated) | -0.7 | 3 | 0.0 | 8
c1cc(-c2nccnc2NCc2ccc3c(c2)OCO3)ccn1 | 0.1 | -3 | 0.0 | 15
Cc1ccc(-c2nc3cc(NC(=O)c4cccnc4Cl)ccc3o2)cc1 | 0.7 | -39 | 0.0 | -3
Cc1ccc(NC(=S)N(Cc2cccs2)C2CCCCC2)cc1Cl | -1.4 | -6 | 0.1 | -7
CCCCSc1nnc2c(n1)OC(c1ccccc1OC)Nc1ccccc1-2 (configuration not stated) | -2.1 | -9 | 0.1 | 0
CCc1ccc(CN2CCN(CCC(C)C)C(CCO)C2)o1 (configuration not stated) | -0.2 | 8 | 0.0 | 0

3 of the compounds above, with values under each structure.
Below each compound – GPR151 activ	TEAD-YAP inh	FBW7 activator	MITF primary
CC1Sc2ncccc2NC1=O (configuration not stated)
    2.8	2	0.1	0
N#Cc1ccccc1Sc1ccccc1C(=O)N1CCOCC1
    1.8	3	-0.1	3
Cc1cccc(-n2nnnc2SCc2nc3ccccc3c(=O)[nH]2)c1
    -3.1	5	-0.1	19

5 structures already listed, arranged by SMILES length, highest first:
SMILES | GPR151 activ | TEAD-YAP inh | FBW7 activator | MITF primary
CCOc1ccccc1C1C(C(=O)OCCOC)=C(C)NC2=C1C(=O)CC(c1ccc(OC)c(OC)c1)C2 (configuration not stated) | -0.1 | -5 | 0.1 | -7
Cc1ccc(S(=O)(=O)N2CCN(Cc3ccccc3)CC2)cc1C(N)=O | -0.1 | 4 | 0.1 | -3
Cc1ccc(-c2nc3cc(NC(=O)c4cccnc4Cl)ccc3o2)cc1 | 0.7 | -39 | 0.0 | -3
COc1cccc(/C=C2/N=C(c3ccccc3C)OC2=O)c1 | 0.1 | -3 | 0.2 | 15
Cc1occc1C(=O)Nc1cccc(Br)c1 | -1.8 | -29 | -0.1 | 7

Next entries.
SMILES | GPR151 activ | TEAD-YAP inh | FBW7 activator | MITF primary
COc1cc(-c2nccnc2N2CCN(C)CC2)cc(OC)c1OC | 0.0 | -3 | 0.1 | 7
Cc1ccc(-n2nc3c(c2NC(=O)C2CCCC2)CSC3)cc1 | 0.1 | -12 | -0.1 | -1
CS(=O)(=O)NCc1nnc(SCc2ccccc2F)o1 | -0.8 | 2 | 0.4 | 10
CCOc1ccc(C2c3c(oc4ccc(C)cc4c3=O)C(=O)N2CCCN(C)C)cc1 (configuration not stated) | 2.3 | -6 | -0.2 | -13
CCOc1ccc(-c2c(=O)n(OCc3ccccn3)c3ccccc3[n+]2[O-])cc1 | 0.1 | -24 | -0.1 | -4
Cc1cc(C)nc(Nc2ccc(S(=O)(=O)N(C)C)cc2)n1 | -0.6 | -2 | -0.1 | -9
CC1CCC(NC(=O)C(=O)Nc2ccc(F)cc2)CC1 (configuration not stated) | -0.5 | -24 | 0.0 | 13
O=C(Nc1cccc(-c2nc3ncccc3o2)c1)c1ccc([N+](=O)[O-])o1 | 1.0 | 11 | 0.0 | -2
CCNC(=S)N/N=C(\C)c1ccc(N2CCOCC2)cc1 | 0.9 | -4 | 0.1 | 4
Cc1cccc(-n2c(=O)[nH]c3c(C(N)=O)nc(C4CCCCC4)nc32)c1 | -0.3 | 3 | 0.2 | 8
CCN1CCCC1CNC(=O)c1ccc2c(c1)NC(=O)/C(=C\c1ccccc1F)S2 (configuration not stated) | 0.6 | 3 | -0.1 | -8
CCCN1CCN(C(=O)C2CC(=O)c3sc(NC(=O)c4cccnc4)nc3C2)CC1 (configuration not stated) | -0.8 | 6 | 0.2 | 3
O=C(CN1CCN(c2ccccn2)CC1)NC(=O)NC1CCCC1 | 1.3 | 2 | -0.2 | 15
O=C(CSCC(=O)c1ccc2c(c1)Cc1ccccc1-2)Nc1ccccc1 | 0.9 | 4 | 0.1 | -2
c1csc(-c2cnc3c(NCC4CC4)nccn23)c1 | 1.2 | 4 | 0.2 | 19
CCC1(C2CCN(CCC(C)O)CC2)NC(=O)N(CCc2ccc(OC)cc2)C1=O (configuration not stated) | 0.3 | -3 | 0.1 | 4
O=C(O)c1ccc2c(c1)NC(=O)C(CS(=O)(=O)Cc1cccc(Br)c1)N2 (configuration not stated) | -0.6 | 5 | 0.1 | 9
O=S(=O)(NC1=NCCC1)c1cccc(NS(=O)(=O)c2cccs2)c1 | -1.0 | -9 | -0.1 | -7
COc1ccc(OC)c(C(C)NC(=S)Nc2ccc3c(c2)OCO3)c1 (configuration not stated) | -0.2 | 3 | 0.2 | -6
CC(C)CC(=O)N1CCN(S(=O)(=O)c2ccc(C(C)C)cc2)CC1 | 0.7 | -8 | 0.0 | -2
COC(=O)c1ccc(-c2nc3cc([N+](=O)[O-])cc(Cl)c3o2)cc1 | -1.0 | 13 | 0.1 | 13
CC1=C(C(N)=O)C(c2ccccn2)n2nc(-c3ccc(Cl)cc3)nc2N1 (configuration not stated) | -0.7 | -7 | -0.1 | -12
CC(=O)c1ccc(NC(=S)NC(=O)c2cccc(C)c2)cc1 | -0.3 | -64 | 0.1 | 18
CCN(CC)CCN1C(=O)C(=O)/C(=C(\O)c2ccc(Cl)cc2)C1c1cccc([N+](=O)[O-])c1 (configuration not stated) | 0.5 | -7 | -0.1 | -11
COc1ccc(Cl)cc1NC(=O)c1ccccn1 | -0.5 | -4 | -0.8 | 19
CCOC(=O)C1=C(C)N=c2s/c(=C/c3ccc(N(C)C)cc3)c(=O)n2C1c1ccc(F)cc1 (configuration not stated) | 0.9 | 3 | 0.1 | 3
COc1ccc(CC2(NC(=O)c3ccc(Cl)cc3)N=C3C=CC=CN3C2=O)cc1 (configuration not stated) | 0.0 | 11 | -0.1 | -5
CCCC(NC(=O)C(C)Oc1ccc2c(C)cc(=O)oc2c1)C(=O)O (configuration not stated) | 0.9 | 6 | 0.4 | 20
CCCOC(=O)CNS(=O)(=O)c1ccccc1 | 1.5 | 10 | 0.1 | 3
CCn1cc(CN2CCC(C(=O)Nc3cccc(-c4cccc(OC)c4)c3)CC2)cn1 | -0.7 | -2 | 0.2 | 16
CC(=O)C1=C(O)C(=O)N(c2ccccc2)C1c1ccccc1Cl (configuration not stated) | 1.5 | 13 | 0.0 | -4
O=C1N[C@@H](Cc2ccc(O)cc2)C(=O)N2CCN(Cc3ccc(CN4CCCCC4)s3)C[C@H]12 | 0.4 | -3 | 0.1 | 6
O=C(CN1CCSc2ccccc21)Nc1ccccc1C(=O)Nc1ccccc1 | -0.2 | 4 | 0.0 | 1
O=C(CN1CCCCC1)Nc1ccc(OCc2ccccc2)cc1 | 3.4 | 6 | 0.1 | -3
Nc1ccc(CCc2nc3ccccc3o2)cc1 | -2.9 | -40 | -0.2 | -3
COc1cc(/C=C/C(=O)OCC(=O)c2ccc(Br)s2)ccc1O | 0.0 | -3 | -0.2 | -1
Cc1ccc(SC(C)C(=O)NCc2ccco2)cc1 (configuration not stated) | 1.2 | -4 | 0.2 | -13
COc1ccccc1N(CC(=O)NC(C)(C)C)S(=O)(=O)c1ccc(C)cc1 | -1.2 | 8 | 0.4 | 10
CCc1ccc2oc(-c3cc(NC(=S)NC(=O)c4cc5ccccc5o4)ccc3Cl)nc2c1 | -0.1 | -4 | 0.3 | 3
COC(=O)C1=C(C)N=c2s/c(=C/c3ccc(F)cc3)c(=O)n2C1c1ccc(OC)c(OC)c1 (configuration not stated) | 0.8 | -18 | 0.1 | 11
COc1cccc(C2=N/C(=C/c3ccccc3F)C(=O)O2)c1 | 0.7 | -1 | -0.2 | 3
CC(C)(C)NC(=O)C(c1ccccc1)N(Cc1cccnc1)C(=O)c1csnn1 (configuration not stated) | 4.5 | -1 | -0.1 | 5
COc1cc(/C=N/NC(=O)C(C)Sc2ccccc2)ccc1O (configuration not stated) | -0.4 | 3 | 0.8 | 4
O=C(OCC(=O)c1cc2ccccc2o1)c1ccc(S(=O)(=O)NCc2ccco2)cc1 | 0.6 | -12 | 0.1 | -5
COc1cc(C2C(C#N)=C(N)OC3=C2C(=O)CCC3)ccc1OC(C)=O (configuration not stated) | -1.0 | 2 | 0.0 | -11
O=C(OCC(=O)N1CCCC1)c1ccc(Br)o1 | 1.6 | -2 | -0.1 | 1
